Source: PubChem
FAS TE block: FAS thioesterase domain inhibitors, primary screen, biochemical, fluorescence intensity, uHTS. actives 0.67% (n = 360,000). inhibition, % at 15 µM. recombinant FAS-TE, OMFH fluorogenic substrate, fluorescence endpoint. Fatty acid synthase (Homo sapiens), P49327;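 active = compounds whose normalised, plate-corrected inhibition of enzyme fluorescence in the single-dose primary screen is 50% or more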;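 note: 0% = DMSO with enzyme and 100% = substrate without enzyme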
SKN-1 inh: suppressors of acrylamide-induced Pgst-4::GFP reporter in worms, primary screen, SKN-1 inhibitor project, whole organism, uHTS, GFP/RFP fluorescence ratio, strain VP596; actives 0.49% (n = 360,000); C. elegans VP596 Pgst-4::GFP/RFP ratio, 24 h; inhibition, % at 21.8 µM; AID 624304, 2012;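 active = interference check ratio from 0.5 to 1.5 plus GFP to RFP signal ratio inhibition reaching or exceeding a fixed threshold, cut at about 30% in these data, passing the limit was not always enough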; note: some compounds called inactive have numbers as strong as hits
Rin1 Abl inh: inhibitors of Rin1-Abl protein binding, primary screen, biochemical, TR-FRET. Tyrosine-protein kinase ABL1 (Homo sapiens) + Ras and Rab interactor 1 (Homo sapiens), …. inhibition, % at 7.35 µM. actives 0.4% (n = 360,000); in the data active = inhibition above about 5%, passing the limit was not always enough
Target sequence (P00519 whole entry, looked up): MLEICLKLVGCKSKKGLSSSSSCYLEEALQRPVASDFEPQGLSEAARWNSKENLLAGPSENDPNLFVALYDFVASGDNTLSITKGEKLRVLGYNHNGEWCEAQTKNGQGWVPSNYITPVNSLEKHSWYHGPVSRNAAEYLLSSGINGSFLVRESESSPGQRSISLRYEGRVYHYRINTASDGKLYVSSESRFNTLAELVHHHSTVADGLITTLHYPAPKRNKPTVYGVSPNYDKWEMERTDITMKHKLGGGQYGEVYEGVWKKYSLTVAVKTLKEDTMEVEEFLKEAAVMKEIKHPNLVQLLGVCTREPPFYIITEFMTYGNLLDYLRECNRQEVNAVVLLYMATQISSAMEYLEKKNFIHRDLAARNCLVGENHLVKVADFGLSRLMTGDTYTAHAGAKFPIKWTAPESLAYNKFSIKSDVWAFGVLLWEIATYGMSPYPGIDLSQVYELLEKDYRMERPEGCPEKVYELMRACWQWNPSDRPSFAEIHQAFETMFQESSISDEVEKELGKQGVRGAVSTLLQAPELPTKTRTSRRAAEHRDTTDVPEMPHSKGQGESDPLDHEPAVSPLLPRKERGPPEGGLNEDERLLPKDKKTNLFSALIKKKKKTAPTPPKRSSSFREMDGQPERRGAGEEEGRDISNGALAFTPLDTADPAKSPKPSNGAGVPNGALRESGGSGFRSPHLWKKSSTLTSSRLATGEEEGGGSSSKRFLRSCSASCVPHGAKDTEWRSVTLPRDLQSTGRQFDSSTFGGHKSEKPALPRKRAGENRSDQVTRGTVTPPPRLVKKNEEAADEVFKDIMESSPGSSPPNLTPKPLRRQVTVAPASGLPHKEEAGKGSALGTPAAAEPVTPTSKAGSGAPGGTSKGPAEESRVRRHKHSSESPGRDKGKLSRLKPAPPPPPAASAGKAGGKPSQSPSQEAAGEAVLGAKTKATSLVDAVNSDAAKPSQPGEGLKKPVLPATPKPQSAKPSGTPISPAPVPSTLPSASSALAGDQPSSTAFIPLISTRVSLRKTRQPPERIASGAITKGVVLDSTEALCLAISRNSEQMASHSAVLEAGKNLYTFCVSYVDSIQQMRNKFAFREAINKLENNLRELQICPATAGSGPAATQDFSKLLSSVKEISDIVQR
Target sequence (Q13671 whole entry, looked up): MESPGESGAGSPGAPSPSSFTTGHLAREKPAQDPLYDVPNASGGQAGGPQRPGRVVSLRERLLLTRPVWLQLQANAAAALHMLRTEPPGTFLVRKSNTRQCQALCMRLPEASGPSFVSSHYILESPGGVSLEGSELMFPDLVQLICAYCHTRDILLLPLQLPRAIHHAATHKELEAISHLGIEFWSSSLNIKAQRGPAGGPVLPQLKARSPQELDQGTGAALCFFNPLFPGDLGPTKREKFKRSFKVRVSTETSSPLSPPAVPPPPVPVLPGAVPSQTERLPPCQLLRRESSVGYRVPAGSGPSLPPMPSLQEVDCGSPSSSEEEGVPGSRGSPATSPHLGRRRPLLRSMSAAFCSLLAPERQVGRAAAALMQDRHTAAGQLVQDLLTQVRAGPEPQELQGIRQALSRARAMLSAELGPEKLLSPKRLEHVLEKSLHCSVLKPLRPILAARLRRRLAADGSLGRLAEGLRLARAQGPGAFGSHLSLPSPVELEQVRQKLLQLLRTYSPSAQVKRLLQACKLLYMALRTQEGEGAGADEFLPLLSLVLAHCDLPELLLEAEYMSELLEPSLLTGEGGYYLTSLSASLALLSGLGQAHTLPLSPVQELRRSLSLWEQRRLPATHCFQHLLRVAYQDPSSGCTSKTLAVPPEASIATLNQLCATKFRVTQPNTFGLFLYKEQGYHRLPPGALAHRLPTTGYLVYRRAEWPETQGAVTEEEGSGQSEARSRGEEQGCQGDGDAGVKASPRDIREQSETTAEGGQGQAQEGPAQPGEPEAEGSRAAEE
MT1-MMP act inh: blockers of MT1-MMP proenzyme processing, primary screen, HT1080 RFP-PRO-GFP cells, GFP/RFP fluorescence | actives 0.061% (n = 360,000) | GFP/RFP ratio change, % at 20 µM | Matrix metalloproteinase-14 (Homo sapiens), P50281 | GFP/RFP ratio fluorescence, overnight; percent of plate control window, DMSO zero | AID 651647, 2012;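 active = GFP/RFP ratio change of at least 30% with cell ATP level not reduced by more than half and red fluorescence within 50% of control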; note: strong numbers were not always called active
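Compound: 20 µM single dose, 1% DMSO / System: HT1080 RFP-PRO-GFP cells / Controls: DMSO and RFP-L50D-GFP cell wells / Read-out basis: GFP/RFP fluorescence ratio / Schedule: overnight compound exposure at 37 °C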
NRP1-CendR mod: modulators of CendR peptide binding to NRP-1, primary screen, biochemical, fluorescence polarization, uHTS; actives 0.85% (n = 360,000); Neuropilin-1 (Homo sapiens), O14786; inhibition, % at 25 µM; AID 602438, 2012; FAM-RPARPAR peptide binding to NRP-1;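 active = inhibition or corrected inhibition above about 18%, plus a signal ratio from 0.5 to 1.5, limit read from the data, passing the limit was not always enough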; note: strong numbers were not always called active
MLLE-PAM2 inh: inhibitors of PABP1 MLLE–PAM2 peptide binding, primary screen, biochemical, fluorescence polarization, FITC-PAM2, GST-MLLE; inhibition, % at 20 µM; actives 0.36% (n = 360,000); in the data active = inhibition above about 35%, passing the limit was not always enough;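 note: plate controls were DMSO wells with GST-MLLE for no effect and wells lacking GST-MLLE protein for full effect; some results filed as inactive read as strong as hits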
E coli Lon inh: inhibitors of E. coli Lon protease, primary screen, biochemical, fluorescence polarization | inhibition, % at 7.94 µM | purified E. coli Lon protease | AID 602123, 2011 | actives 0.42% (n = 360,000) | P0A9M0; in the data active = inhibition above about 13%, passing the limit was not always enough;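 note: 0% = enzyme with probe and DMSO and 100% = no enzyme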
bovine MsrA act: bovine MsrA enzyme activators, primary screen, biochemical, absorbance, HTS. Methionine sulfoxide reductase A (Bos taurus). purified bovine MsrA, absorbance read-out. activation, % at 10.6 µM. actives 0.3% (n = 360,000); in the data active = activation above about 7.5%;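 note: 0% = vehicle and 100% = reference activator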
Neddylation inh: inhibitors of cullin neddylation, primary screen, biochemical, TR-FRET, uHTS, NAE and Ubc12; calls only at 25 µM; actives 0.58% (n = 360,000); in the data active = inhibition above about 36%
The depositor's hits bear a star; i = inactive; . = not tested or not shown; + = active, no number. The list is partial, so the mix of outcomes need not match the whole.

SMILES | FAS TE block | SKN-1 inh | Rin1 Abl inh | MT1-MMP act inh | NRP1-CendR mod | MLLE-PAM2 inh | E coli Lon inh | bovine MsrA act | Neddylation inh
CC(C)C[C@@H]1COc2cccc(N3CCN(C)CC3)c2S(=O)(=O)N1 | -10 | 2 | . | -2 | 2 | . | -4 | 2 | i
COC(=O)C1=C(c2ccc(-c3ccccc3)c(F)c2)C[C@@H]2CC[C@H]1N2C(=O)N1CCc2cc(OC)c(OC)cc2C1 | 44 | 0 | 6 | -2 | -1 | 15 | 7 | -5 | i
CCN1CCN(C(=O)COc2ccc(S(=O)(=O)N3CCOCC3)cc2C)CC1 | -7 | 5 | -5 | -3 | 8 | 7 | 7 | -2 | i
CN(C(=O)Oc1cccc2ccccc12)C1C=CCC1 (stereo not given) | 7 | -1 | 3 | 1 | -3 | -1 | 10 | -1 | i
Cc1ccccc1NC1=NCC(C)S1 (stereo not given) | -18 | 2 | 2 | 17 | 10 | -26 | -16 | -3 | i
CN1OC[C@@H]2CN[C@H](c3ccc(Br)cc3)C[C@@H]21 | -8 | -11 | -1 | -1 | -15 | 5 | 9 | -2 | i
O=C(O)c1ccc(-[n+]2c(-c3ccccc3)cc(-c3ccccc3)cc2-c2ccccc2)cc1 | -8 | 16 | 4 | 0 | -8 | 10 | -9 | -5 | i
ClCCN(CCCl)c1ccc(C=NNc2ncccn2)cc1 | 9 | 12 | 1 | 5 | -1 | 5 | 0 | -10 | i
O=C(c1ccccc1)C(CN1CCCC1)c1ccccc1 (stereo not given) | -21 | -1 | 1 | -10 | -8 | -9 | -5 | -9 | i
Cc1nn(-c2ccccc2)c2c1C(c1ccc3c(c1)OCO3)SCC(=O)N2 (stereo not given) | -19 | 13 | 1 | 0 | -2 | 10 | -19 | -5 | i
O=C(c1c[nH]cc1-c1ccccc1)c1cccc2ccccc12 | -1 | -29 | -1 | . | -8 | -3 | 0 | -13 | i
COc1ccc(Oc2cc(NC(=O)c3nn(C)cc3[N+](=O)[O-])cc([N+](=O)[O-])c2)cc1 | 32 | -3 | -4 | -9 | 8 | -4 | 4 | 1 | i
CC[C@@H](O)C[C@H]1CCC[C@@]2(C[C@@H]3OC(=O)/C=C/[C@@](C)(O)[C@@H](O)[C@H](C)[C@@H](O)[C@H](OC4CCC(N(C)C)C(C)O4)[C@@H](O)[C@](C)(O)CCCCC/C=C/[C@@H]4CC(C)(C)O[C@@]4(O)C[C@H](O2)[C@H]3C)O1 (stereo not given in full) | 1 | 19 | 6 | 15 | -4 | -3 | -5 | 0 | i
O=C(CN1CC(c2ccccc2)CC1=O)Nc1ccc(F)cc1 (stereo not given) | -4 | -2 | -1 | -2 | -9 | 7 | 5 | -10 | i
Cc1nccc2c1[nH]c1ccccc12 | -4 | 21 | -2 | -3 | 8 | 4 | 2 | -2 | .
O=C1CC(N2CC=C(c3ccc(F)cc3)CC2)C(=O)N1c1ccc(F)cc1 (stereo not given) | -4 | -6 | 2 | -3 | 4 | 15 | -12 | -12 | i
COC(=O)c1ccc(CC(C(=O)c2ccccc2)N(C)C)cc1 (stereo not given) | -1 | 8 | -3 | -25 | -6 | -4 | -55 | -2 | i
CCCC(=O)N(C)C1=Nc2ccc(Cl)cc2C(c2ccccc2)=[N+]([O-])C1 | 15 | 12 | 0 | 0 | 3 | 7 | 13 | 1 | i
CSc1nc(Cl)c(Br)c(N2CC2)n1 | -5 | -1 | -2 | 1 | -1 | 17 | -4 | -1 | i
CCCC(=O)C1C(=O)NC(=O)NC1=O | -5 | 1 | 3 | 4 | 0 | 5 | -8 | 1 | i
COc1ccc(-n2c(O)c(C(C)=NCc3ccco3)c(=O)[nH]c2=O)cc1 | -9 | -19 | 2 | 0 | 9 | -3 | -7 | -12 | i
COc1ccc(OC)c(CN2CCN(C(=O)Cc3ccccc3)CC2)c1 | -3 | 9 | 3 | 1 | 2 | -4 | 0 | -3 | i
CSc1nc2ccccc2c(=O)n1-c1cccnc1 | -2 | -3 | 3 | -2 | 3 | 1 | -1 | 3 | i
CC1([N+](=O)[O-])COP(=O)(Nc2ccc(F)cc2)OC1 (stereo not given) | -7 | 0 | -1 | -5 | 2 | -8 | -16 | -2 | i
O=C(c1cccc(C(F)(F)F)c1)C1CCCN(Cc2ncc[nH]2)C1 (stereo not given) | -6 | -2 | -1 | 0 | 6 | 0 | -2 | -2 | i
COc1ccc(CC2C(=O)N(C)C(=O)N(C)C2=O)c(OC)c1 | -3 | 16 | -1 | -2 | 14 | 42* | 3 | 0 | i
CC(C)(C)n1nnnc1C(c1ccnc2ccccc12)N1CCC2(CC1)C(=O)NCN2c1ccccc1 (stereo not given) | -3 | 0 | 0 | 4 | 36* | -1 | -2 | -3 | i
CCOC(=O)C(O)(c1ccc(NC(=O)c2ccc(Cl)c(Cl)c2)cc1)C(F)(F)F (stereo not given) | 27 | 9 | 1 | 3 | -8 | 5 | 3 | -3 | i
COc1ccc(O)c(CN2CCCC(C(=O)c3sccc3C)C2)c1 (stereo not given) | -2 | -2 | 2 | 1 | 7 | 8 | 4 | -4 | i
CCOC(=O)CNC(=O)N1Cc2cc(N3CCOCC3)ccc2-n2nncc2C1 | -10 | 10 | 5 | 5 | 15 | -1 | -7 | 2 | i
CCCCn1c(O)c(C(CC)=NCc2ccc(F)cc2)c(=O)[nH]c1=O | 6 | 24 | 0 | -3 | -10 | 5 | -2 | -2 | i
C[C@]12CCC3C(CC[C@H]4C[C@H](O)CC[C@]34C)C1C[C@H](O)[C@H]2O (stereo not given in full) | -5 | 2 | -2 | -3 | 2 | 6 | -1 | -2 | i
Cc1nn(CC(C)C)c(Cl)c1C(=O)NC1CCCCC1 | -1 | 11 | 1 | -2 | 6 | -16 | -10 | -3 | i
COc1ccc2c(c1OC)C(=O)O[C@H]2[C@@H]1c2cc3c(cc2CCN1C)OCO3 | 0 | -6 | 1 | 4 | -11 | -6 | -7 | -9 | i
COc1cc([C@@H]2c3cc4c(cc3[C@@H](OC)[C@H]3COC(=O)[C@H]23)OCO4)cc(OC)c1O | -4 | -2 | 6 | 6 | -3 | 2 | 0 | -4 | i
COc1ccc(-n2nnnc2C(c2ccnc3ccccc23)N2CCC(n3c(=O)[nH]c4ccccc43)CC2)cc1 (stereo not given) | 2 | 8 | 4 | 3 | 8 | 7 | -15 | 0 | i
CCCCNS(=O)(=O)c1ccc(OCC(=O)N2CCN(Cc3ccc4c(c3)OCO4)CC2)cc1 | 18 | -3 | -3 | 5 | -14 | -4 | 4 | -1 | i
CNCCCc1ccccc1 | -7 | -12 | 3 | -2 | 2 | 2 | -3 | -13 | i
NS(=O)(=O)OC(CCc1ccccc1)C(Cl)(Cl)Cl (stereo not given) | 2 | -2 | 7 | 5 | 9 | 7 | -1 | -4 | i
CSCCC(N=Cc1c(O)n(-c2ccc(F)cc2)c(=O)[nH]c1=O)C(=O)OC(C)(C)C (stereo not given) | -3 | -8 | 4 | 0 | 0 | -5 | -5 | -1 | i
Cc1ccccc1NS(=O)(=O)c1ccc(OCC(=O)N2CCN(C)CC2)cc1 | -7 | 0 | 1 | -1 | 0 | -2 | -4 | -2 | i
NCCNc1ccc([N+](=O)[O-])c2cccnc12 | -3 | 1 | -11 | -3 | 0 | 0 | 8 | -3 | i
COc1ccc2c(c1O)C13CCN(C)C(C2)C1CCC(=O)C3 (stereo not given) | -5 | 1 | -1 | -2 | 4 | 4 | -5 | -1 | i
CC1C(=O)OC2CCN3CC4OC4(COC(=O)C(C)(O)C1(C)O)C23 (stereo not given) | -9 | -6 | 4 | -3 | 26* | -6 | -10 | 0 | i
COc1ccccc1NC1=NCCS1 | -10 | -11 | 2 | 5 | -4 | -7 | 2 | -2 | i

Single records, as listed above.
COc1ccc2c(c1O)C13CCN(C)C(C2)C1CCC(=O)C3 (stereo not given) across the screens: FAS TE block = -5; SKN-1 inh = 1; Rin1 Abl inh = -1; MT1-MMP act inh = -2; NRP1-CendR mod = 4; MLLE-PAM2 inh = 4; E coli Lon inh = -5; bovine MsrA act = -1; Neddylation inh = i
COc1ccc(-n2nnnc2C(c2ccnc3ccccc23)N2CCC(n3c(=O)[nH]c4ccccc43)CC2)cc1 (stereo not given) across the screens: FAS TE block = 2; SKN-1 inh = 8; Rin1 Abl inh = 4; MT1-MMP act inh = 3; NRP1-CendR mod = 8; MLLE-PAM2 inh = 7; E coli Lon inh = -15; bovine MsrA act = 0; Neddylation inh = i
Cc1nn(CC(C)C)c(Cl)c1C(=O)NC1CCCCC1 across the screens: FAS TE block = -1; SKN-1 inh = 11; Rin1 Abl inh = 1; MT1-MMP act inh = -2; NRP1-CendR mod = 6; MLLE-PAM2 inh = -16; E coli Lon inh = -10; bovine MsrA act = -3; Neddylation inh = i

Remaining list, next part:
SMILES | FAS TE block | SKN-1 inh | Rin1 Abl inh | MT1-MMP act inh | NRP1-CendR mod | MLLE-PAM2 inh | E coli Lon inh | bovine MsrA act | Neddylation inh
Cn1cc(C=O)c2nccnc21 | -4 | -1 | 2 | 7 | -3 | 6 | 4 | 1 | i
O=C(COC(=O)Cc1ccccc1)Nc1ncc(Cl)cc1Cl | -4 | -17 | 0 | 1 | 9 | -5 | -8 | -8 | i
Cc1ccc(-c2cc(-c3ccccc3)cc(-c3ccccc3)[n+]2-c2ccc(C(=O)O)cc2)cc1 | -18 | -8 | 1 | 1 | 4 | 5 | 14 | -11 | +
CSc1ncc(CN2CCCC(C(=O)c3ccccc3SC)C2)cn1 (stereo not given) | 3 | 1 | -3 | 3 | -5 | -3 | -10 | -2 | i
CO[C@H]1C=C2CCN(C)[C@H]2C2c3cc4c(cc3C(=O)O[C@@H]21)OCO4 (stereo not given in full) | -1 | -7 | -3 | 1 | -7 | -15 | -16 | -3 | i
CCCCC(=O)N/N=C/c1c(O)n(CCC2=CCCCC2)c(=O)[nH]c1=O | 6 | -8 | -2 | 0 | -8 | -8 | -23 | -2 | +
N#CC1(c2ccccc2)CCN(C2CC(=O)N(c3cccc(F)c3)C2=O)CC1 (stereo not given) | 0 | 8 | 2 | 0 | 8 | -1 | 2 | -10 | i
C[N+]1(C)C2CC[C@H]1CC(OC(=O)C(CO)c1ccccc1)C2 (stereo not given in full) | -6 | -3 | -2 | 1 | -7 | -6 | -4 | -2 | i
CCOC(=O)c1c(C)n(Cc2ccc3c(c2)OCO3)c2ccc(O)cc12 | 10 | -10 | 6 | -10 | -6 | 1 | -6 | -13 | i
Cc1cccc(C)c1-n1nnnc1C(c1cccs1)N1CCC(n2c(=O)[nH]c3ccccc32)CC1 (stereo not given) | 36 | -2 | 0 | -1 | 9 | 12 | -2 | -2 | i
O=C(c1ccccc1F)N1CCC2(CC1)OCCO2 | -6 | -9 | 1 | 3 | 2 | -8 | 2 | -1 | i
COC(=O)C1=C(c2ccccc2)C[C@@H]2CC[C@H]1N2C(=O)N1CCC(C)CC1 | 7 | 8 | -2 | -3 | 9 | 2 | 1 | -2 | i
Cc1cc(C)c(C(=O)N2CCC3(CC2)OCCO3)c(C)c1 | -3 | 15 | -4 | 0 | 0 | -7 | 1 | -1 | i

Exported comma-delimited: entries from further up.
smiles,FAS TE block,SKN-1 inh,Rin1 Abl inh,MT1-MMP act inh,NRP1-CendR mod,MLLE-PAM2 inh,E coli Lon inh,bovine MsrA act,Neddylation inh
NCCNc1ccc([N+](=O)[O-])c2cccnc12,-3,1,-11,-3,0,0,8,-3,i
COc1ccc2c(c1O)C13CCN(C)C(C2)C1CCC(=O)C3 (stereo not given),-5,1,-1,-2,4,4,-5,-1,i
